Screening data as filed in PubChem BioAssay.
ABHD4 inh: inhibitors of mouse ABHD4; Q8VD66; purified mABHD4, FP-Rh probe fluorescence polarization; 370,000 tested, 0.54% active; AID 720543; inhibition, % at 8.92 µM;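 active = inhibition exceeding the mean over every tested compound plus 3 SD, cut at about 30% in these data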;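 note: 0% = plate median of compound wells and 100% = S159A mutant with DMSO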
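Assay system: mABHD4 protein; medium: HEPES pH 7.0, NaCl, Pluronic buffer; dosing: 8.92 µM, single dose; schedule: 45 min + 60 min at 25 °C; signal: FP readout, ex 525 nm / em 598 nm; read-out: normalized percent inhibition of probe labeling; repeats: single replicate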
HTRA1 inhibitor: HTRA1 (human) protease inhibition. Q92743. 340,000 tested, 0.5% active. recombinant HTRA1, FP-rhodamine activity-based probe, fluorescence polarization. inhibition, % at 5.96 µM. AID 504803; in the data active = inhibition above about 36%;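 note: 0% = enzyme with DMSO and 100% = wells lacking enzyme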
TCR-CD3 inh: blocks the human TCR-CD3 interaction; TAMRA-labeled TCR probe fluorescence, biochemical; inhibition, % at 9.4 µM; 360,000 tested, 0.37% active; AID 651800; in the data active = inhibition above about 19%;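 note: recombinant mutant TCR 2C K166C tagged with TAMRA read by polarization; 0% = receptor in buffer alone and 100% = receptor with positive control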
PG9 binder: PG9 antibody binding by small molecule | TR-FRET gp120-PG9 antibody binding | inhibition, % at 6.7 µM | 360,000 tested, 0.43% active | AID 624416; in the data active = inhibition above about 8.5%
NR1D1 modulator: Rev-erb alpha (human) modulation; Rev-erbα–FITC-DNA binding, fluorescence polarization, 90 min; activity, % at 10 µM; 370,000 tested, 0.79% active; AID 1259318;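 active = activity above about 14%, limit read from the data; passing the limit was not always enough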;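 note: 0% = DMSO wells with 35 nM protein and 100% = DMSO wells with 750 nM protein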
Target sequence (P20393 whole entry, looked up): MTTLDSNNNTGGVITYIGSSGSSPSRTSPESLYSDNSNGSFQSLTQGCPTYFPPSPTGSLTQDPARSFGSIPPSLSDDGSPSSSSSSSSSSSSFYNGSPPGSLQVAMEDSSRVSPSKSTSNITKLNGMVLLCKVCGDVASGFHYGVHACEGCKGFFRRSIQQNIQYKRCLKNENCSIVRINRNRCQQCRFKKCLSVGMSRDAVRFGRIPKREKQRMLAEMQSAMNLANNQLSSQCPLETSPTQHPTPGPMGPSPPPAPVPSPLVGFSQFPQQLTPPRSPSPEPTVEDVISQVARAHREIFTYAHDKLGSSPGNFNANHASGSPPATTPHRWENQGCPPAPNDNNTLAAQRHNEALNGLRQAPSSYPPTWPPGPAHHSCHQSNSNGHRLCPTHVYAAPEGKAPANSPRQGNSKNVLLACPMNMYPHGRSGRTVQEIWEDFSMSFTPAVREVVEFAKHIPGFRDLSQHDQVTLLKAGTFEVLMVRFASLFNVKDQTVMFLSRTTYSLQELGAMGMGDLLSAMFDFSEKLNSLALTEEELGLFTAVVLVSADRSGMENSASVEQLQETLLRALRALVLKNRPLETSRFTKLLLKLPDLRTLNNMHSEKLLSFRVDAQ
TDP2 inh: blocks human TDP2 phosphodiesterase activity; O95551; AID 720702; recombinant TDP2, T5PNP hydrolysis, p-nitrophenol absorbance 415 nm; 370,000 tested, 0.34% active; inhibition, % at 12.8 µM;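 active = inhibition above the mean of all tested compounds plus 3 SD, set per campaign, cut at about 25% in these data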;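 note: 0% = DMSO with enzyme and 100% = buffer with substrate but no TDP2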
Target sequence (O95551 whole entry, looked up): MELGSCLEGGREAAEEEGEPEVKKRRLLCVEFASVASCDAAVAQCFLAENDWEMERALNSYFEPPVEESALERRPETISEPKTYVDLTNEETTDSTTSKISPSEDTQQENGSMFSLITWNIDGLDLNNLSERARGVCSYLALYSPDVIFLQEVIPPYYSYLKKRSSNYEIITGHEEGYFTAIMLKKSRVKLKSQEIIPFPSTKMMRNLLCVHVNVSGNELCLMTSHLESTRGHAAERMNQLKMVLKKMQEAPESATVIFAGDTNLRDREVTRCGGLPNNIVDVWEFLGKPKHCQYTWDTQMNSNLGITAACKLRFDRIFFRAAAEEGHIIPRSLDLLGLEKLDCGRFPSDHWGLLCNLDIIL
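Assay system: Recombinant human TDP2 | Quantity: 120 nM TDP2 per well | Incubation: 2 h at 37 °C | Signal: Epi absorbance | Evaluation: Percent inhibition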
LEDGF integ inh: blocks HIV-1 LEDGF/p75-dependent DNA integration. inhibition, % at 3.7 µM. TR-FRET IN-LEDGF/p75 DNA integration, Eu/Cy5. 370,000 tested, 0.64% active;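 active = inhibition above the screen-wide mean plus 3 SD, cut at about 13% in these data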;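 note: signal is the Cy5 over europium emission ratio at 671 and 618 nm; 0% = plate median of compound wells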
rCAG RNA binder: molecules binding r(CAG) RNA repeats | r(CAG) RNA repeat, TO-PRO-1 dye displacement fluorescence | inhibition, % at 3 µM | 370,000 tested, 1.3% active | AID 651821;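 active = inhibition above the plate cutoff, the mean of all test compounds on that plate plus 3 SD, cut at about 35% in these data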;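 note: 0% = DMSO alone and 100% = 100 µM mitoxantrone as full dye displacement; higher means more dye released from RNA so lower well fluorescence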
SIAE primary: inhibitors of human sialic acid acetylesterase SIAE | 370,000 tested, 0.69% active | SIAE FP-Rh probe binding, fluorescence polarization | Q9HAT2 | inhibition, % at 9.66 µM;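 active = inhibition above a cutoff: mean of compounds within the control limits plus 3 SD of those, cut at about 17% in these data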;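 note: 0% = plate median of compound wells and 100% = probe without SIAE protein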
PRMT1 inh: blocks human protein arginine methyltransferase 1. Q99873. inhibition, % at 2.79 µM. recombinant PRMT1, activity-based probe fluorescence polarization. 370,000 tested, 1.3% active;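 active = inhibition above about 21% made by adding two undisclosed values, limit read from the data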
Starred values were filed as active, the others as inactive; / = no result given. This is a subset; the hit share may differ from the screen's.

SMILES	ABHD4 inh	HTRA1 inhibitor	TCR-CD3 inh	PG9 binder	NR1D1 modulator	TDP2 inh	LEDGF integ inh	rCAG RNA binder	SIAE primary	PRMT1 inh
O=[N+]([O-])c1cccc(C=NN=Cc2ccccc2O)c1	-7	-2	-7	0.2	-3	11	1	1	0	0
Cc1ccc(NC(=O)C2CCN(C(=O)NCc3ccccc3)CC2)cc1C	5	6	6	0.6	4	-10	3	-2	-8	-1
C#CCOCCOCCOCCNc1nc(N2CCN(C(=O)CCCCCCCCCCNC(=O)Cn3cc(C[C@@H](C)O)nn3)CC2)nc(N2CCN(C(=O)CCCCCCCCCCNC(=O)[C@H](CCCCN)n3cc(CCCC(=O)O)nn3)CC2)n1	-1	-39	-2	-0.2	2	4	-5	6	-7	1
COc1ccc(COCC(O)CN(Cc2ccco2)Cc2ccccc2O)cc1 (configuration not stated)	-7	-2	-9	0.8	3	-11	-4	-11	-9	4
O=C1N/C(=C\c2ccc(O)cc2)C(O)=C1C=NCc1ccccc1	8	7	7	-5.0	-3	-6	-11	5	6	-1
O=[N+]([O-])c1ccc(-c2ccc(S(=O)(=O)N3CCOCC3)cc2)cc1	-7	-1	-4	-3.6	-5	4	4	-1	-4	-4
CC1(C)Cc2nc3oc4c(N(CCO)Cc5ccccc5)ncnc4c3cc2CO1	-18	-1	-2	-0.3	-4	-2	4	-6	-6	0
COc1ccc(OC)c(NC(=S)NCCSc2ccc(C)cc2)c1	-4	-11	3	-1.5	0	-13	3	-2	4	-1
Cc1[nH]c(C)c(S(=O)(=O)NCCc2ccccc2)c1C(=O)N1CCCC1	4	-2	1	0.2	6	9	-3	0	0	2
COC(=O)c1ccc(CSc2nnnn2-c2ccccc2)o1	3	6	4	0.0	1	-4	0	-4	1	0
O=C(/C=C/c1ccco1)N1CCN(c2ncccn2)CC1	-1	1	-2	-3.0	-1	-4	2	-1	-1	0
O=C(CN1CCN(S(=O)(=O)c2ccc(Cl)cc2)CC1)NC1CC1	14	12	8	-1.9	1	-9	34*	-2	-3	-3
Cc1ccc(S(=O)(=O)NNC(=O)c2cccnc2)cc1	0	2	-4	-2.5	0	-5	-1	2	-3	-1
Cc1ccc(N2CN(CCc3ccccc3)CNC2=S)cc1	-1	2	3	-1.8	1	7	9	-3	2	-2
O=C(Nc1ccc(N2CCCCC2)cc1)c1cccnc1Cl	-6	-8	2	-3.9	3	2	0	-3	7	-3
Cc1ccc(-c2nc(N/N=C/c3ccccc3[N+](=O)[O-])c3ccccc3n2)cc1	-13	4	-5	1.4	-2	-13	2	2	-7	4
O=C(O)C1OC2OC3(CCCCC3)OC2C2OC3(CCCCC3)OC12 (configuration not stated)	8	2	1	-1.2	-3	9	2	0	2	-1
Cc1cc(NC(=O)CSc2nnc(COc3ccccc3)o2)no1	1	10	3	-1.4	-2	1	-1	-4	-1	-2
CC(=O)N=c1sccn1CC(O)c1ccc(Br)cc1 (configuration not stated)	-3	-9	-3	-0.6	2	4	0	0	1	1
CCN(CC)C(=O)C(Oc1ccc(C)nc1[N+](=O)[O-])c1ccccc1 (configuration not stated)	8	3	0	-0.3	-1	15	-3	0	0	-1
O=C(OCC(=O)N1CCN(Cc2ccccc2)CC1)c1ccc(Cl)cc1	-5	3	2	0.6	5	8	-1	-2	-1	-3
CCN(CC(=O)Nc1sc2c(c1C#N)CCC(C)C2)Cc1nc2ccccc2c(=O)[nH]1 (configuration not stated)	5	-1	-1	0.2	1	4	4	7	-6	-1
COc1ccccc1CCC(=O)Nc1ccc2c(c1)c(=O)n(C)n2Cc1cccc(C(F)(F)F)c1	2	/	-10	-0.6	-8	5	-3	-1	-4	6
O=C(Cn1ncc2c3ccccc3n(Cc3ccccc3F)c2c1=O)N1CCN(c2ccccn2)CC1	-2	-4	-11	-0.3	-2	2	1	4	1	3
COc1ccccc1C(O)(C(=O)NN(C(=O)c1ccccc1)c1ccccc1C)c1cccs1 (configuration not stated)	4	2	-5	-1.6	-2	1	0	-1	0	0

Brought forward from above: 6 compounds, then new ones.
SMILES	ABHD4 inh	HTRA1 inhibitor	TCR-CD3 inh	PG9 binder	NR1D1 modulator	TDP2 inh	LEDGF integ inh	rCAG RNA binder	SIAE primary	PRMT1 inh
CCN(CC)C(=O)C(Oc1ccc(C)nc1[N+](=O)[O-])c1ccccc1 (configuration not stated)	8	3	0	-0.3	-1	15	-3	0	0	-1
O=C(OCC(=O)N1CCN(Cc2ccccc2)CC1)c1ccc(Cl)cc1	-5	3	2	0.6	5	8	-1	-2	-1	-3
CCN(CC(=O)Nc1sc2c(c1C#N)CCC(C)C2)Cc1nc2ccccc2c(=O)[nH]1 (configuration not stated)	5	-1	-1	0.2	1	4	4	7	-6	-1
COc1ccccc1CCC(=O)Nc1ccc2c(c1)c(=O)n(C)n2Cc1cccc(C(F)(F)F)c1	2	/	-10	-0.6	-8	5	-3	-1	-4	6
O=C(Cn1ncc2c3ccccc3n(Cc3ccccc3F)c2c1=O)N1CCN(c2ccccn2)CC1	-2	-4	-11	-0.3	-2	2	1	4	1	3
COc1ccccc1C(O)(C(=O)NN(C(=O)c1ccccc1)c1ccccc1C)c1cccs1 (configuration not stated)	4	2	-5	-1.6	-2	1	0	-1	0	0
CCn1nc(NS(=O)(=O)c2ccc(NC(C)=O)cc2)c2cc3ccc(C)cc3nc21	2	3	-5	-3.0	-6	1	-3	17	5	6
Cn1nnnc1SCC(=O)Nc1ccc(Br)cc1Br	-3	1	-5	1.4	-1	-6	-7	-1	1	0
CCC(C)(C)C1CCc2c(sc(N)c2C(N)=O)C1 (configuration not stated)	15	-5	-1	0.8	2	4	0	8	4	11
CCn1c2ccccc2c2cc(NC(=O)CSc3nnc(-c4ccccc4)n3Cc3ccco3)ccc21	17	/	/	/	-1	-7	3	35*	12	80*
CCOc1ccc(N(CC(=O)NC2CCCCCC2)S(=O)(=O)c2ccccc2)cc1	-1	3	-2	1.9	-2	6	1	-4	-1	2
O=C(Cn1c(-c2cncs2)nc2ccccc21)NCCc1ccccc1	4	1	-8	0.1	-5	5	-1	0	-5	1
CN(C)C(=O)COC(=O)/C=C/c1ccccc1[N+](=O)[O-]	2	-2	9	-1.3	0	1	-2	0	-3	-7
CC(=O)Nc1cccc(C(=O)NCC2(N3CCCCC3)CCCCC2)c1	-4	2	-1	0.9	1	8	-3	-2	0	3
COc1ccc(NC(=O)C2(C)Cc3c(-c4ccc5c(c4)OCO5)ccnc3O2)cn1 (configuration not stated)	-10	/	-7	-1.2	3	-20	0	2	-2	3
Cc1cc(C)cc(NC(=S)N2CCN(c3ncc(C(F)(F)F)cc3Cl)CC2)c1	-2	-2	4	-0.1	-4	-6	-2	-1	3	-1
Cn1cccc1C(=O)NCc1ccc(S(N)(=O)=O)cc1	-10	-5	9	0.5	1	1	2	-1	1	-2
O=CNc1cc(-c2ccc(C(=O)NC3CC3)cc2)cn2c(-c3ccc(F)c(Cl)c3)cnc12	-14	/	5	-1.2	-1	-3	2	11	-18	1
Cc1cccc(C(=O)N[C@H](C(=O)Nc2ccc(C)c(S(=O)(=O)N3CCOCC3)c2)C(C)C)c1	2	-15	4	-0.6	5	6	-1	3	-1	-3
COC(=O)C1=C(C)NC(C)=C(C(=O)OC)C1C1CC=CCC1 (configuration not stated)	-4	-4	7	-0.5	-2	-9	-5	-5	-2	0
O=C(NC(=S)Nc1ccc(Br)cn1)c1cccnc1	0	1	9	-2.0	-1	5	0	0	1	-3
COc1ccccc1C(=O)N/C(=C/c1ccccc1)C(=O)NC(CCSC)C(=O)O (configuration not stated)	-7	8	0	1.3	-5	1	0	1	2	-2
CCCCCN(C(=O)CCC(=O)OCc1cccc(C)c1)c1c(N)n(CCCC)c(=O)[nH]c1=O	-7	3	-10	1.9	5	-22	5	-2	-2	-3
CCCCN(C(=O)Oc1ccccc1)C1CCS(=O)(=O)C1 (configuration not stated)	3	0	-1	-1.2	6	9	-2	-3	-4	-2
COc1cccc(Oc2cn[nH]c2-c2ccc(OC)cc2O)c1	-13	1	4	-2.7	2	-7	-3	4	3	-2
Cc1cc(N/N=C/c2ccc(O)cc2)c2cccc(C)c2n1	1	13	-6	-3.2	2	-14	-12	19	6	5
CSCCC(NC(=O)COc1ccccc1)C(=O)N(C)Cc1c(F)cccc1Cl (configuration not stated)	-4	-5	4	0.5	0	4	4	-1	2	-2
O=C(O)c1n[nH]c2c1CC(C1CCCCC1)CC2 (configuration not stated)	7	0	-2	-1.2	-4	-2	-1	5	0	0
O=C(CSc1nnc(-c2ccc(Br)cc2)o1)Nc1cccc2ccccc12	-2	-9	5	4.3	0	4	-1	2	-7	2
COc1ccc(OC)c(NC(=O)NCCc2cccc(Cl)c2)c1	-5	-23	0	-0.1	-9	8	-1	0	-3	0
COc1ccc(-c2noc(CNS(=O)(=O)c3ccccc3)n2)cc1	2	-4	-6	-2.5	-4	9	1	4	9	-1
CCCCOc1cccc(-c2nnc(NC(=O)CSc3ccc(C)cc3)s2)c1	0	3	-8	-1.8	3	-12	1	3	-3	-1
CCOC(=O)/C(=N/Nc1ccccc1)N1CCCc2ccccc21	-1	-8	5	-1.6	5	-15	-1	-4	3	-2
CC(=O)N1C(=O)C2(Nc3ccccc3N2)c2ccccc21	-1	3	6	-1.2	3	8	2	0	2	-3
Cc1ccnc(NC(=O)CNC(=O)COc2ccccc2)c1	0	0	5	-1.5	2	-6	0	0	1	-8
Cc1ccc(C(=O)C(C)OC(=O)CNC(=O)c2ccc(Br)o2)cc1 (configuration not stated)	0	-5	6	1.3	-5	-7	2	-2	-11	1

Structural class, those above with a CF3 group (2)
SMILES	ABHD4 inh	HTRA1 inhibitor	TCR-CD3 inh	PG9 binder	NR1D1 modulator	TDP2 inh	LEDGF integ inh	rCAG RNA binder	SIAE primary	PRMT1 inh
COc1ccccc1CCC(=O)Nc1ccc2c(c1)c(=O)n(C)n2Cc1cccc(C(F)(F)F)c1	2	/	-10	-0.6	-8	5	-3	-1	-4	6
Cc1cc(C)cc(NC(=S)N2CCN(c3ncc(C(F)(F)F)cc3Cl)CC2)c1	-2	-2	4	-0.1	-4	-6	-2	-1	3	-1

2 of the compounds above, with values under each structure:
Each structure is followed by: ABHD4 inh | HTRA1 inhibitor | TCR-CD3 inh | PG9 binder | NR1D1 modulator | TDP2 inh | LEDGF integ inh | rCAG RNA binder | SIAE primary | PRMT1 inh
COc1ccc(COCC(O)CN(Cc2ccco2)Cc2ccccc2O)cc1 (configuration not stated)
    -7 | -2 | -9 | 0.8 | 3 | -11 | -4 | -11 | -9 | 4
O=C1N/C(=C\c2ccc(O)cc2)C(O)=C1C=NCc1ccccc1
    8 | 7 | 7 | -5.0 | -3 | -6 | -11 | 5 | 6 | -1
